VCAM1 TNFa inh = inhibitors of TNFa-induced VCAM1 expression, primary screen, imaging, HUVEC, TNFa stimulus, immunofluorescence | hit rate 0.48% among 95,000 | inhibition, % at 2 µM | HUVEC TNFa-induced VCAM-1 immunofluorescence, high-content imaging;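 active = inhibition above the batch mean plus 3 SD, with images confirmed as a hit by eye, cut at about 37% in these data; inconclusive = inhibition above that limit but hit not confirmed in images; inactive = inhibition not above that limit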;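 note: 0% = TNF-stimulated DMSO wells and 100% = unstimulated control wells; not every result past the cut was called active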
LYP inh 2 = PTPN22 phosphatase inhibitors, primary screen, biochemical, DiFMUP fluorescence, 2 µM; Tyrosine-protein phosphatase non-receptor type 22 (Homo sapiens), Q9Y2R2; recombinant LYP catalytic domain; inhibition, % at 2 µM; hit rate 0.21% among 96,000; AID 640, 2007;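 active = inhibition at 2 µM at or above a set limit, the screen mean plus 3 SD, cut at about 24% in these data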;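 note: 0% = DMSO with enzyme and 100% = enzyme fully blocked by orthovanadate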
PTK2B oligo ant = antagonists of Pyk2 self-association, primary screen, Q293 cells, FERM NanoBiT luminescence, HTS. stronger effect = lower value. z-score (the deposit names both 25 µM and 10 µM). hit rate 0.83% among 99,000;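 active = Z-score of -3 or lower, scaled per plate to the spread of control and sample wells; inactive = z-score above -3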;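 note: negative z-score means lost luminescence so less FERM oligomerization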
HUVEC tox TNFa = cytotoxicity in TNFa-stimulated HUVEC, primary screen, cytotoxicity control for VCAM1 expression modulator project, imaging, Hoechst nuclei count; HUVEC TNFalpha-stimulated, Hoechst cell count; cell count reduction, % at 2 µM; hit rate 0.17% among 93,000; AID 848, 2007;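 active = cell count reduction exceeding the screen mean by over 5 SD, scaled to untreated wells per plate, cut at about 78% in these data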;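 note: cells counted after 24 h of TNF alpha exposure following the 1 h pretreatment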
HUVEC tox IL1B = cytotoxicity in IL-1B stimulated HUVEC, primary screen, cytotoxicity control for IL-1B NFkB translocation project, imaging, Hoechst nuclear count, IL-1B stimulus; HUVEC cell count loss; cell count reduction, % at 2 µM; hit rate 0.41% among 94,000; AID 845, 2007;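 active = cell count reduction more than 3 SD above the screen-wide mean, cut at about 70% in these data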;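 note: normalized per plate to untreated control cells as the no-loss baseline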
FAK inh = FAK kinase inhibitors, primary screen, biochemical; Focal adhesion kinase 1 (Homo sapiens), Q05397; hit rate 0.84% among 97,000; biochemical FAK kinase activity assay; inhibition, %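 (tested at 7 µM)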; AID 727, 2007; in the data active = inhibition above about 19%;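 note: 0% = DMSO and 100% = reference compound high control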
ERa coact inh = ERα–SRC-1 coactivator interaction inhibitors, primary screen, biochemical, TR-FRET, ERα LBD, estradiol-bound | TR-FRET ER-alpha LBD / SRC-1 peptide | inhibition, % at 25.6 µM | hit rate 1.7% among 86,000 | AID 629, 2007; in the data active = inhibition above about 50%;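 note: 0% = receptor plus peptide control and 100% = peptide only without receptor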
Target sequence (P03372 whole entry, looked up, the tested form may be a part): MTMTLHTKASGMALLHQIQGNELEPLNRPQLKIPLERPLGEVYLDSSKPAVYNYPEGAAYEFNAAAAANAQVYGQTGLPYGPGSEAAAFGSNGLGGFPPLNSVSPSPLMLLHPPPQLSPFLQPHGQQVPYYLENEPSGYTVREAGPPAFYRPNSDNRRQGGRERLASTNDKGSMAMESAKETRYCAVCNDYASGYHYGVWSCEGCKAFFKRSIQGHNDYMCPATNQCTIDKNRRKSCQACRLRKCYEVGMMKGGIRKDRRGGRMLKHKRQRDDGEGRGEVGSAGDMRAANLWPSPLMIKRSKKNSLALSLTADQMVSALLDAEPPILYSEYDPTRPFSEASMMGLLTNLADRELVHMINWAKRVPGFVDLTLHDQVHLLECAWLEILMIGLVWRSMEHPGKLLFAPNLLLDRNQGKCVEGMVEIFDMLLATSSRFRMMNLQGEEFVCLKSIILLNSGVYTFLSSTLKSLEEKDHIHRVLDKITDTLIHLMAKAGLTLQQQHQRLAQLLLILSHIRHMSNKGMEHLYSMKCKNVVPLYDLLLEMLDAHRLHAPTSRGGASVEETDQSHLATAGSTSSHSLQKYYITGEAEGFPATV
LYP act = LYP phosphatase activators, primary screen, biochemical, DiFMUP fluorescence, 2 µM; hit rate 0.11% among 96,000; AID 697, 2007; activation, % at 2 µM; recombinant LYP; 0 = plate median, 100 = signal doubled;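 active = activation at 2 µM above a set limit, the mean plus 5 SD, cut at about 37% in these data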
F-actin modifier = modifiers of F-actin cytoskeleton organization, primary screen, imaging, HUVEC, phalloidin staining, high-content imaging. HUVEC TNFa F-actin phalloidin imaging. inhibition, % at 2 µM. hit rate 0.18% among 91,000;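 active = inhibition above the batch mean plus 3 SD and confirmed as a hit by visual image inspection, cut at about 30% in these data, passing the limit was not always enough; inconclusive = above the inhibition threshold but rejected on visual inspection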; note: strong numbers were not always called active
* hit, by the source's call; ? = inconclusive; . = not tested or not shown; [ ] = another dose, or the depositor's remark. Outcome played no part in choosing rows; any-hit rate near 3.8%.

SMILES	VCAM1 TNFa inh	LYP inh 2	PTK2B oligo ant	HUVEC tox TNFa	HUVEC tox IL1B	FAK inh	ERa coact inh	LYP act	F-actin modifier
O=C(NCc1cn2ccccc2n1)c1ccc2c(c1)OCO2	0.1	-3.1	0.67	-42.9	-4.4	1.3	-5.9	4.8	.
CC(=O)c1ccc(-c2nc3ccccc3n2C)o1	-13.8	8.4	-0.03	5.0	10.5	5.3	1.3	-4.8	18.5
CCc1nnc(NC(=O)Cn2c(=O)oc3ccccc32)s1	17.4	9.3	-0.75	-8.4	7.3	-2.1	8.9	-12.7	.
Cc1nn(-c2ccccc2)c(C)c1C(=O)OCC(=O)N1c2ccccc2NC(=O)C1(C)C	-18.2	4.3	-0.92	-4.1	14.9	-0.9	1.3[fluorescence artefact?]	-7.1	2.2
COc1ccc2[nH]c(=O)c(C(c3nnnn3C(C)(C)C)N(Cc3ccco3)CC3CCCO3)cc2c1 (configuration not stated)	-31.0	12.7	-0.44	-8.4	9.0	-5.7	-5.7	-15.0	5.5
COC(=O)CNC(=O)Cn1cnc2sc(C)c(S(=O)(=O)N3CCC(C)CC3)c2c1=O	19.6	6.0	0.33	3.5	12.0	-2.1	-5.0	0.0	-9.7
CC1CC(C)CN(C(=O)C2CCCN(S(=O)(=O)c3cccc4nonc34)C2)C1 (configuration not stated)	-1.4	0.7	1.53	-6.4	-10.5	0.8	-15.0	-0.1	-7.2
CCOc1cc(S(=O)(=O)NCCc2ccc(OC)c(OC)c2)c(OCC)cc1-n1cnnn1	7.9	1.9	0.65	-72.8	-2.5	0.5	11.4	-0.9	.
CN(C(=O)COC(=O)c1ccc2c(c1)OCO2)C1CCS(=O)(=O)C1 (configuration not stated)	-11.6	2.9	0.77	-16.7	34.2	8.0	10.1[fluorescence artefact?]	-3.2	-27.7
CCCOc1cccc(OCCSc2nc(C)cc(=O)[nH]2)c1	-11.2	-18.7	0.6	-2.8	-45.2	2.0	-7.6	10.2	5.1
CCN=C1SC(CC(=O)Nc2ccccc2OCC)C(=O)N1CC (configuration not stated)	8.6	2.3	-0.06	0.7	-148.3	0.2	-5.0	-3.0	-10.4
COC(=O)c1cccc(NC(=O)c2cccnc2)c1	-2.6	0.5	1.43	-16.7	2.7	-2.0	-2.4	1.2	5.5
COC(=O)c1cc2oc(C)cc2n1CC(=O)Nc1ccc(OC)c(OC)c1OC	-15.7	4.6	.	-22.9	-3.1	2.7	-6.5	-6.6	27.0
Cn1c(/C(C#N)=C(\O)CN2CCN(Cc3ccccc3)CC2)nc2ccccc21	3.3	0.6	1.19	-7.3	8.6	-5.1	-2.2	-1.6	7.4
NS(=O)(=O)c1ccc(CCNc2nc(CN3CCCCC3)nc3sc4c(c23)CCC4)cc1	4.7	6.9	1.17	-0.7	1.2	-8.8	5.1	-5.2	.
CC(C(=O)NC(=O)NCc1ccccc1)N1C(=O)c2ccccc2C1=O (configuration not stated)	8.2	2.4	0.78	-18.4	20.4	2.8	-11.2	-1.1	0.6
O=C(Nc1cccn2ncnc12)C(Cl)Cl	-3.5	-3.7	-0.7	-7.8	.	9.6	16.3	1.1	4.0
Cc1cc(C=O)c(C)n1-c1cc(C(F)(F)F)ccc1N1CCOCC1	3.6	-18.2	-0.25	-14.8	-98.5	1.3	-3.7	17.6	2.9
CNC(=O)COC(=O)c1cccnc1SC	-16.3	-4.1	1.57	3.8	16.5	-0.8	-1.2[fluorescence artefact?]	3.7	-9.9
O=C(Nc1cccc(Cl)c1)Nc1nccs1	-0.4	2.5	0.85	-29.6	-32.0	-2.5	3.6	-2.0	-32.0
CC1(C)CC(=O)C(CC(=O)Nc2ccc(S(N)(=O)=O)cc2)=C(O)C1	-7.6	9.1	-0.87	-25.0	15.7	0.2	-3.8	-8.2	20.8
Cc1cc(-c2ccccc2)nc(Oc2cccc(C(F)(F)F)c2)c1S(C)(=O)=O	2.1	-0.3	-0.6	-6.5	-5.1	-5.0	-4.5	4.1	26.1
CCCCN(CCCC)S(=O)(=O)c1ccc(SCC(=O)OCC)c([N+](=O)[O-])c1	-3.9	11.8	-1.22	-17.3	-14.3	-0.6	-7.6	-15.2	.
N#Cc1ccc(N=c2ssnc2Cl)cc1	27.9	-15.8	0.65	-3.1	1.9	0.7	0.9	20.7	-6.7
COC(=O)c1[nH]c2cccc(OC)c2c1NC(=O)CN1CC2(C)CC1CC(C)(C)C2 (configuration not stated)	-27.1	-1.5	0.83	-18.8	-17.3	2.3	-2.1	1.2	68.1
CCOC(=O)c1[nH]c2ccc(F)cc2c1NC(=O)C1=COCCO1	10.4	9.9	0.41	-22.4	-8.2	-4.8	-4.7	-12.6	3.7
CC1CCCCN1S(=O)(=O)c1ccc(C(=O)Nc2sccc2C(N)=O)cc1 (configuration not stated)	-5.2	0.0	.	-35.8	3.6	3.7	0.8	-3.2	5.1
Cc1ccc2c(NC(=O)C3CC3)c(C)ccc2n1	7.7	-2.9	.	-10.0	18.0	-3.6	-32.2	3.6	-21.0
Cn1cccc1Cc1nnc(SCC(=O)NC2CCCCC2)n1-c1ccc(F)cc1	11.6	7.5	.	-15.9	-8.0	-2.3	-5.0[fluorescence artefact?]	-10.9	-15.9
COCCn1nnnc1C(c1cccc(OC)c1OC)N1CCN(C2CCCCC2)CC1 (configuration not stated)	-15.4	-9.4	0.57	-21.8	-42.3	-4.4	2.2	6.8	7.9
CC(=O)c1cccc(NC(=O)N2C3CCC2CC(O)(c2cccnc2)C3)c1 (configuration not stated)	0.9	0.1	0.39	-6.4	-123.1	-1.7	-10.4[fluorescence artefact?]	-1.8	20.8
COc1ccc2c(c1)c1ncn(CCN3CCCC3)c(=O)c1n2C	11.6	-5.7	2.17	15.0	-31.2	-0.5	-8.8	5.3	0.8
COc1ccc(NC(=O)N2CCc3ccccc32)cc1	-20.5	-1.3	-0.26	-10.6	-11.9	3.2	-7.5	3.3	2.8
N/C(=N\OC(=O)c1ccc2c(c1)OCO2)c1ccc(Cl)cc1	11.8	-1.3	-0.64	11.2	26.7	2.8	.	4.0	-9.3
CCC(C)c1ccc(OCC(=O)O)cc1 (configuration not stated)	-0.9	-15.2	1.29	-8.4	4.8	-4.7	14.1	11.2	2.4
CC(C)OC(=O)NCN1C(=O)C2C3C=CC(C3)C2C1=O (configuration not stated)	8.8	5.7	-0.77	-35.6	14.7	-1.3	-11.9	-8.3	4.1
O=C(Nc1cnc2ccccc2c1)c1cccc(-n2cnnn2)c1	12.2	0.3	-0.05	15.0	1.2	4.9	14.2[fluorescence artefact?]	-0.9	-15.0
CC(C)CC1NC(=O)N(CC(=O)c2ccc3c(c2)OCCO3)C1=O (configuration not stated)	7.1	8.2	0.11	-7.8	0.3	-0.2	-3.6	-7.6	-1.0
Cc1cc(NC(=O)COc2cccc3cccnc23)no1	-12.7	4.0	.	-9.3	8.5	-1.2	64.3*[fluorescence artefact?]	-1.0	-18.0
CCn1c(Cc2ccccc2)nnc1SCC(=O)NC1CC1	4.4	-0.8	0.5	-31.1	-40.1	-1.0	-10.3[fluorescence artefact?]	3.6	?
CC1CCN(CC(=O)Nc2ccccc2-c2ccccc2)CC1	-5.2	8.0	-0.25	-40.3	-29.0	1.9	0.0	-6.4	11.5
NC(=O)C1(NC(=O)[C@@H]2CC3(CC(c4cccc(NC(=O)[C@@H]5CCC(=O)N5)c4)=NO3)CN2C(=O)c2cnccn2)CC1 (some centres not stated)	6.1	1.6	.	2.7	-8.7	-2.1	.	1.0	-2.8
COc1ccc(NC(=O)NC(C(F)(F)F)C(F)(F)F)cc1	-15.3	-1.2	0.03	-9.7	-15.0	-1.2	8.1[fluorescence artefact?]	-1.3	-11.5
Cc1cc(C(=O)COC(=O)CCCN2C(=O)c3ccccc3C2=O)c(C)n1C	1.4	-18.7	-0.44	-27.4	24.3	3.2	9.2[fluorescence artefact?]	18.0	-11.8
CN(C)c1nc(N2CCN(c3ccc(F)cc3)CC2)c(C#N)c(=O)o1	-6.7	4.4	2.81	-9.0	-6.6	0.8	.	-2.0	-12.5
Nc1nc(Br)c2c(F)cccc2c1-c1ccccc1	-1.8	10.3	-0.39	-14.9	-4.5	-1.1	.	-7.4	-11.9
Cc1cc(C)n(-c2nc(Nc3ccccc3C(F)(F)F)nc(-n3nc(C)cc3C)n2)n1	-5.1	7.7	-3.51*	.	-5.7	-0.1	3.2	-8.6	-9.1
CCN1CCN(S(=O)(=O)c2cccs2)CC1	16.5	-8.3	-0.22	10.5	-10.1	0.1	8.1[fluorescence artefact?]	10.4	4.2
CCn1c(CSCc2ccc(F)cc2)nnc1SCC(=O)NCc1ccccc1	24.6	1.2	-0.8	5.6	14.1	-1.8	.	-2.5	0.3
COC(=O)c1nnn(Cc2ccccc2)c1N	10.7	-0.7	-0.19	-23.7	-31.6	-8.1	-1.0	-2.4	-11.8
C=CCn1c(N)cc(=O)nc1SC(C)C(=O)Nc1cccc2ccccc12 (configuration not stated)	-8.4	0.5	0.5	3.8	-7.0	0.3	-21.4	-1.1	-27.9
CC1=NN(C(=O)c2ccc(Cn3nc(C)cc3C)o2)C(O)(C(F)(F)F)C1 (configuration not stated)	-26.8	-7.1	0.65	7.0	0.3	-3.0	.	2.7	-0.6
CCOC(=O)N1CCN(Cc2nc(N)nc(Nc3ccc(OCC)cc3)n2)CC1	17.6	-9.2	-0.02	-40.6	28.7	0.3	-3.7	6.2	10.9
CCNC(=O)C1CC(=O)N(c2ccc(Br)cc2)C1 (configuration not stated)	9.9	-0.1	-0.14	-17.1	3.4	-3.6	-2.1	-1.1	-13.6
CC(=O)Nc1ccc(-c2nnn(CC(=O)c3ccccc3)n2)cc1Cl	10.1	3.8	0.65	-15.7	-8.0	-0.9	9.1[fluorescence artefact?]	-5.8	-10.0
Cc1c(CCO)c(=O)n(C)n1C(=O)c1ccc(Cl)cc1	4.4	6.5	-0.34	-10.5	-24.2	-2.8	.	-3.8	-14.1
Cc1ccc(N(CC(=O)NCC2CCCO2)C(=O)CCC(=O)Nc2ccccn2)cc1C (configuration not stated)	-10.0	-1.1	-0.5	17.2	-17.1	-1.2	-10.2	-0.3	-10.5
O=[N+]([O-])c1cccnc1NCCNc1ncc(C(F)(F)F)cc1Cl	-5.8	8.4	-1.41	-8.3	6.6	1.9	.	-6.1	23.3
COc1ccc(CCNC(=O)CN(c2ccc(C)cc2)S(=O)(=O)c2c(C)noc2C)cc1OC	10.0	-0.5	0.87	-0.6	-4.3	6.6	7.9[fluorescence artefact?]	1.1	-2.6

Given with two lines to a compound: entries from further up.
Second line of a record: VCAM1 TNFa inh | LYP inh 2 | PTK2B oligo ant | HUVEC tox TNFa | HUVEC tox IL1B | FAK inh | ERa coact inh | LYP act | F-actin modifier
> Cc1c(CCO)c(=O)n(C)n1C(=O)c1ccc(Cl)cc1
 : 4.4 | 6.5 | -0.34 | -10.5 | -24.2 | -2.8 | . | -3.8 | -14.1
> CCOC(=O)N1CCN(Cc2nc(N)nc(Nc3ccc(OCC)cc3)n2)CC1
 : 17.6 | -9.2 | -0.02 | -40.6 | 28.7 | 0.3 | -3.7 | 6.2 | 10.9
> CCn1c(CSCc2ccc(F)cc2)nnc1SCC(=O)NCc1ccccc1
 : 24.6 | 1.2 | -0.8 | 5.6 | 14.1 | -1.8 | . | -2.5 | 0.3

Bioassay records (PubChem BioAssay)
